Shiga inhibitor: A qHTS for Small Molecule Inhibitors of Shiga Toxin; Vero cells, Shiga toxin protein synthesis inhibition reporter; inhibition, % at 38.7 µM; 9.2% of 290,000 active; AID 2315, 2010; in the data active = inhibition mostly above about 28%, no sharp cut-off; inactive = mostly below about 43%; note: 0% is about no effect
Cycloheximide cs: Cycloheximide Counterscreen for Small Molecule Inhibitors of Shiga Toxin; max response, %; 12% of 300,000 active; AID 2314, 2010; cell reporter, cycloheximide protein synthesis inhibition counterscreen; in the data active = max response mostly above about 13%, no sharp cut-off; inactive = mostly below about 14%; note: read at 38.3 µM for the half of the compounds with a filed dose; 0% is about no effect
Pf growth 48h: Primary qHTS for delayed death inhibitors of the malarial parasite plastid, 48 hour incubation; P. falciparum luciferase growth in erythrocytes, 48 h; Potency, µM (doses to about 28.7 µM), inactives show top-dose activity change, negative = inhibition, usual class: inhibitors; 5.9% of 310,000 active; note: potency is the fitted concentration of half-maximal effect; % is set by controls: 0 for no effect and ±100 for the full control effect
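Luciferase-expressing P. falciparum in infected erythrocytes (2% hematocrit, 0.1% parasitemia final) in RPMI 1640/0.5% Albumax were exposed to compound for 48 hours at 37 C, 5% CO2; growth read as luminescence.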
Pf growth 96h: Primary qHTS for delayed death inhibitors of the malarial parasite plastid, 96 hour incubation | P. falciparum luciferase reporter growth, 96 h | Potency, µM (doses to about 28.7 µM), inactives show at the highest dose activity change, negative = inhibition, usual class: inhibitors | 6.9% of 320,000 active; note: potency is the fitted concentration of half-maximal effect; % is set by controls: 0 for no effect and ±100 for the full control effect
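Compounds incubated with erythrocytes infected by luciferase-expressing P. falciparum (2% hematocrit, 0.05% parasitemia final) for 96 hours, 37 C in 5% CO2. Growth inhibition scored as decreased luciferase luminescence.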
LmPK inhibitor: qHTS Assay for Inhibitors of Leishmania Mexicana Pyruvate Kinase (LmPK) | Q27686 | purified LmPK, Kinase-Glo ATP luminescence, 1 h | Potency, µM (titrated, usually from 57.5 µM), for inactives: at the top dose activity change, negative = inhibition, most hits filed as inhibitors | 0.37% of 290,000 active; note: potency is the fitted concentration of half-maximal effect; % is set by controls: 0 for no effect and ±100 for the full control effect
Target sequence (Q27686 whole entry, looked up): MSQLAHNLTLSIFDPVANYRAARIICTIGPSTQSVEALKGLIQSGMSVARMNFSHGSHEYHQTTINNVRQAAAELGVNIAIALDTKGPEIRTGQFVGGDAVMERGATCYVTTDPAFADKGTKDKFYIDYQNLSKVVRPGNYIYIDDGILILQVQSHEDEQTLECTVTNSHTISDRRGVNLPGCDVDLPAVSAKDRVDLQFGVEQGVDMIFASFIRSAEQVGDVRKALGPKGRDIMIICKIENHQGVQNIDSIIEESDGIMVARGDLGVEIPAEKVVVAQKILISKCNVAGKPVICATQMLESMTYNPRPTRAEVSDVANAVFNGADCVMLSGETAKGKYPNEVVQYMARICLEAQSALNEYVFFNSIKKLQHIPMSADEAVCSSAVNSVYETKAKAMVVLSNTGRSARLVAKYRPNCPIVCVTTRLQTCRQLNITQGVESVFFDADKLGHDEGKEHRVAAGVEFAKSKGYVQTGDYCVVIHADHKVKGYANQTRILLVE
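In 50 mM imidazole pH 7.2 with 7 mM MgCl2, LmPK (0.1 nM) turned over PEP (0.5 mM) and ADP (0.1 mM) for 1 h at room temperature. Luciferase read-out of ATP.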
TbPYK inhibitor: qHTS of Trypanosoma Brucei Inhibitors | pyruvate kinase (Trypanosoma brucei), Q57TT1 | TbPYK enzyme, Kinase-Glo Plus ATP luminescence, 45 min | Potency, µM (highest dose often 76.8 µM), for inactives: at the top dose activity, negative = inhibition, actives largely listed as inhibitors | 0.12% of 410,000 active; note: potency is the fitted concentration of half-maximal effect; % is set by controls: 0 for no effect and ±100 for the full control effect; nearly all actives have a fitted effect of over 50% in size
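T. brucei PYK with substrate was exposed to pin-transferred compounds across a concentration series, then started with 130 uM ADP (final). After 45 min at room temperature, Kinase-Glo Plus luminescence was read, normalized and curve-fitted.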
AmpC inh no detg: qHTS Inhibitors of AmpC Beta-Lactamase (assay without detergent). P00811. AmpC nitrocefin hydrolysis, absorbance 480 nm, 0.0001% Triton. Potency, µM (titrated, usually from 57.1 µM), inactives show at the highest dose activity change, negative = inhibition, actives largely listed as inhibitors. 0.52% of 330,000 active;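 note: potency is the fitted concentration of half-maximal effect; plate controls were no compound for no effect and no enzyme for full effect; nearly all actives have a fitted effect of over 20% in size; some results filed as inactive show a strong effect at the top dose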
Target sequence (P00811 whole entry, looked up): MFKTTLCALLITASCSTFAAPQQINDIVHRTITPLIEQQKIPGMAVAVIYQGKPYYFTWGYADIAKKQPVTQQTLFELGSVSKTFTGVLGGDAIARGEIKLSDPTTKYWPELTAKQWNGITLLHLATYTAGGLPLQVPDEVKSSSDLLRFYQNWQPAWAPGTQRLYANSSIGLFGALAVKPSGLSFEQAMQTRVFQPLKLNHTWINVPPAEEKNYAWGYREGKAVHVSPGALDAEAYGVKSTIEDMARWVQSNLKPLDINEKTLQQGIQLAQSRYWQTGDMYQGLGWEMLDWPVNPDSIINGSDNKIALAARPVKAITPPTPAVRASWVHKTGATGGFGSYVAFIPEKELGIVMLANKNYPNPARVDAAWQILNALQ
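AmpC (5.3 nM in the dispensed reagent) in 20 mM phosphate pH 7.0 with 0.01% (detergent screen) or 0.0001% Triton X-100 was preincubated with compounds for 15 min at room temperature. Nitrocefin was then added from an 800 uM solution, and hydrolysis was followed at 480 nm.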
The depositor's hits bear a star; i = inactive; ? = inconclusive; . = not tested or not shown; & = joins results of further samples; [ ] = remark or other dose. Unless noted, calls come from the whole dose curve; as a rule, active = well fitted curve in the direction sought with a large enough effect; inconclusive = small, poorly fitted or top-dose-only effect, or another doubt; inactive = no such curve, though single readings can be large; an effect the other way counts as inactive or inconclusive.

SMILES	Shiga inhibitor	Cycloheximide cs	Pf growth 48h	Pf growth 96h	LmPK inhibitor	TbPYK inhibitor	AmpC inh no detg
Cc1ccc(CCNC(=O)C2CCN(C(=O)c3sccc3-n3cccc3)CC2)cc1	-1.4	-0.1	.	?	-1.2%	-8.6%	61.0%[activator]
COc1ccc2[nH]c(=O)c(CNc3ccccc3C)cc2c1	90.5*	43.3*	42.6%[activator]	49.2%[activator]	2.8%	-15.6%	82.4%[activator]
CCCCCn1ccc(=O)c2c(C(F)(F)F)nccc21	2.4	-5.7	-5.6%	?	-0.7%	5.0%	-46.7%
O=C(Nc1nnc(-c2ccccc2)o1)NC1CCCCC1	19.4	13.1	11.7µM*	3.7µM*	-2.7%	-1.4%	-27.7%
O=C(NCC(c1cccs1)N1CCOCC1)c1cn(-c2ccccc2)nc1-c1ccc(F)cc1 (stereo not drawn)	.	.	?	?	.	-0.5%	16.1%
CC1CC(=O)c2cnc(NCC3CCCO3)nc2C1 (stereo not drawn)	28.9	7.6	27.7%	9.28µM*	-0.7%	13.0%	-16.5%
CCc1noc(C)c1C(=O)OCC(=O)Nc1ccccc1SC	.	.	11.7%	26.5%	.	2.4%	-2.7%
COc1cccc(N2C(=O)C(CC(=O)Nc3ccc(F)cc3)N(C3CCCCC3)C2=O)c1 (stereo not drawn)	-3.3	-2.0	?	.	-9.7%	4.0%	-0.6%
Cc1ccc(C(NC(=O)N2CC(C)OC(C)C2)C(Cl)Cl)cc1F (stereo not drawn)	-6.3	0.8	?	-12.0%	-0.8%	-2.7%	-3.3%
O=C(Nc1nnc(-c2ccc(F)cc2)o1)c1ccco1	2.6	-1.7	-12.7%	-25.0%	-1.5%	-7.1%	-17.1%
CCOC(=O)C1=C(C)N=c2s/c(=C\c3cccn3C)c(=O)n2C1c1cccc(OC)c1OC (stereo not drawn)	16.7	1.1	2.08µM*	?	1.3%	3.0%	1.4%
Cc1ccc(/C=C2\C(=O)NC(=O)N(CCc3ccc(F)cc3)C2=O)s1	29.5	5.7	77.1%[activator]	-9.2%	0.4%	-4.7%	-38.5%
O=C(Nc1ccc(N2CCOCC2)cc1)C1CC(O)CN1S(=O)(=O)c1ccc(Cl)cc1 (stereo not drawn)	30.1	17.9	7.6%	-29.4%	-5.7%	0.8%	-1.1%
CCOc1nc(SCCOc2ccccc2)nc(N(C)C)n1	-3.7	7.0	-25.3%	13.2%	0.0%	-2.5%	25.8%
CCOC(=O)COc1ccc(Cl)cc1C1NC(=O)NC(C)=C1C(C)=O (stereo not drawn)	13.5	-6.0	1.4%	-16.0%	0.3%	-4.4%	-8.7%
CCCOc1ccc(C(=O)OCC(=O)NCCc2ccc(OCC)c(OCC)c2)cc1OC	23.3	8.8	?	13.1µM*	-4.6%	2.2%	143.5%[activator]
COc1cc(C(=O)NC(C)C2CC3CCC2C3)ccc1OC(F)F (stereo not drawn)	.	.	?	?	.	1.4%	-9.5%
CCCCN=C1NN=C(c2cccc([N+](=O)[O-])c2)CS1	83.6*	24.3*	-14.0%	8.0%	-0.3%	-12.4%	-31.8%[11.4 µM]
CCc1cc2c(SCC(=O)NC3CCS(=O)(=O)C3)ncnc2s1 (stereo not drawn)	-8.1	2.5	40.9%[activator]	?	1.8%	3.2%	-8.3%
CC(C)CNC(=O)c1cccc(NC(=O)CSc2ccccc2)c1	-8.6	-0.3	2.6%	?	-1.3%	1.7%	-14.1%
CC(=O)c1cc(C(=O)N2CCCC(CCC(=O)N(C)CCc3ccccn3)C2)cs1 (stereo not drawn)	-1.0	1.5	0.0%	i	7.1%	-0.2%	-0.6%
CCn1cc(-c2cc(C(=O)O)on2)c(C)n1	-3.9	-2.6	-7.2%	?	-0.5%	-3.1%	-13.3%
CCCCNC(=O)c1onc(CSc2cccc(OC)c2)c1C(=O)O	-12.2	-3.4	18.7%	22.1%	-1.2%	1.4%	-29.7%
CC(C)CC(=O)Nc1ccc2c(c1)oc1ccccc12	167.3*	44.6*	363.3%[activator]	115.2%[activator]	-0.1%	0.1%	-29.6%
CCOc1ccc(N2CC(C(=O)Nc3cccc(S(=O)(=O)NC4=NCCC4)c3)CC2=O)cc1 (stereo not drawn)	1.8	1.6	?	-0.7%	5.5%	-4.1%	4.6%

One compound at a time, as listed above. Order of values: Shiga inhibitor | Cycloheximide cs | Pf growth 48h | Pf growth 96h | LmPK inhibitor | TbPYK inhibitor | AmpC inh no detg
CCOC(=O)C1=C(C)N=c2s/c(=C\c3cccn3C)c(=O)n2C1c1cccc(OC)c1OC (stereo not drawn) in the list: 16.7 | 1.1 | 2.08µM* | ? | 1.3% | 3.0% | 1.4%
CC(=O)c1cc(C(=O)N2CCCC(CCC(=O)N(C)CCc3ccccn3)C2)cs1 (stereo not drawn) in the list: -1.0 | 1.5 | 0.0% | i | 7.1% | -0.2% | -0.6%
CCCCN=C1NN=C(c2cccc([N+](=O)[O-])c2)CS1 in the list: 83.6* | 24.3* | -14.0% | 8.0% | -0.3% | -12.4% | -31.8%[11.4 µM]
O=C(Nc1nnc(-c2ccc(F)cc2)o1)c1ccco1 in the list: 2.6 | -1.7 | -12.7% | -25.0% | -1.5% | -7.1% | -17.1%
Cc1ccc(C(NC(=O)N2CC(C)OC(C)C2)C(Cl)Cl)cc1F (stereo not drawn) in the list: -6.3 | 0.8 | ? | -12.0% | -0.8% | -2.7% | -3.3%

(listing goes on)
SMILES	Shiga inhibitor	Cycloheximide cs	Pf growth 48h	Pf growth 96h	LmPK inhibitor	TbPYK inhibitor	AmpC inh no detg
O=C(Nc1ccc2c(c1)OCO2)C1CCN(c2ccc(S(=O)(=O)N3CCOCC3)cc2)CC1	24.3	16.1	?	?	1.5%	9.5%	-21.0%
Cc1cccc(CS(=O)(=O)Cc2ccc(C(=O)NC(C)c3ccccc3)o2)c1 (stereo not drawn)	7.6	3.0	?	36.8%[activator]	5.8%	-3.1%&-0.4%	1.7%
COc1cc(C(=O)NCc2ccc(F)cc2)cc(Cl)c1OC	16.7	-2.3	1.4%	28.9%	-1.4%	0.5%	-23.2%
O=C(CCCCCn1c(=S)[nH]c2ccc(N3CCOCC3)cc2c1=O)NCc1ccc2c(c1)OCO2	-6.7	-2.4	?	3.5%[5.75 µM]	0.0%	-1.0%	-13.7%
COc1ccc(-c2nc3cnccn3c2Nc2ccc3c(c2)OCO3)cc1	-7.0	-3.3	?	4.7%	0.9%	-27.4%	-2.3%
COc1cc(/C=C2\C(=N)N3N=C(S(C)(=O)=O)SC3=NC2=O)ccc1OS(=O)(=O)c1ccc(C)cc1	20.0	23.8*	-12.0%	?	12.2%	3.0%	-34.6%
Cc1ccc(Cl)cc1NC(=O)Cn1nc(-c2cccs2)ccc1=O	12.9	-3.6	0.7%	?	0.4%	0.7%	10.0%
Cc1ccccc1C(=O)NNC(=S)NC(=O)c1cccnc1	16.4	-1.2	?	?	-1.0%	-23.6%	-48.9%
O=C(O)c1cccc(Sc2ccc(Br)cc2C(=O)O)c1	.	.	40.7%[activator]	44.4%[activator]	.	-2.1%	-19.2%
COc1ccc(C2(C)NC(=O)N(CC(=O)NCCC3=CCCCC3)C2=O)cc1OC (stereo not drawn)	-5.3	-1.9	-20.9%	.	4.0%	-1.2%	31.9%
O=C(O)C1C2C=CC3(O2)C1C(=O)N1c2ccccc2COC13 (stereo not drawn)	-5.1	-1.4	4.5%	.	-6.2%	0.2%	-4.4%
CCOc1cc(C(F)(F)F)cnc1/C(N)=N/O	-6.4	8.2	63.5%[activator]	34.0%[activator]	-0.3%	1.4%	-11.6%
C[C@@H]1NC(=O)c2cc([N+](=O)[O-])cc(I)c2OCC[C@@H](C(=O)NC(CC(=O)O)C(N)=O)NC(=O)[C@H](CC(N)=O)NC1=O (stereo partly drawn)	-8.0	-0.1	21.1%	15.9%	3.6%	0.0%	183.8%[activator]
C=CCNC(=O)c1c(N)n(Cc2ccco2)c2nc3ccccc3nc12	-8.6	-2.1	30.3%[activator]	35.0%[activator]	-1.8%	?	17.3%
COc1ccc(S(=O)(=O)Nc2ccc(F)c(F)c2)cc1Cl	-1.0	-1.2	14.0%	.	1.5%	1.3%	-24.8%
Cc1ccc(S(=O)(=O)N2CCN(C(=O)N3CCOCC3)CC2)cc1C	.	-1.5	10.3%	15.5%	0.6%	-5.4%	-1.3%
CCN(CC(=O)NCc1ccc(F)cc1)C(=O)/C=C/c1ccc(OC)cc1	43.0	-3.2	10.7%	24.6%	-1.5%	-0.5%	3.7%
C/C=C/C(=O)OCC(=O)Nc1cc([N+](=O)[O-])ccc1Cl	-6.0	-5.8	3.5%	-13.7%	-2.6%	-5.8%	-16.6%
CS(=O)(=O)c1ccc2nc(NC(=O)c3cccc([N+](=O)[O-])c3)sc2c1	75.4*	30.8*	35.1%[activator]	?	-9.4%	-4.2%	-33.7%
O=C(O)CCCCCNS(=O)(=O)c1cccc2c1C(=O)c1ccccc1C2=O	13.2	8.2	20.7%	-21.1%	0.6%	8.7%	0.9%
O=C1C2CCCN2C(c2cccs2)N1c1ccccn1 (stereo not drawn)	38.8	5.1	65.7%[activator]	-19.9%	-5.3%	3.1%	-13.9%
Cc1cc(/C=C2\C(=O)NN(c3ccccc3)C2=O)c(C)n1-c1ccccc1O	45.9*	34.5*	12.5%	-12.8%	3.9%	2.2%	-38.0%
NC(=O)Cn1cc(C(=O)C(=O)N2CCOCC2)c2ccccc21	-5.4	-3.2	12.1%	?	0.0%	-1.2%	-11.2%
CCN1CCN(C(c2ccc(C(F)(F)F)cc2)c2ccc3cccnc3c2O)CC1 (stereo not drawn)	21.2	3.0	.	?	5.8%	6.1%	81.5%[activator]
CC[C@H](C)[C@H](NC(N)=O)C(=O)Nc1ccc2c(c1)OCO2	6.0	7.2	8.2%	17.4%	-7.9%	-1.4%	-17.5%
SMILES	Shiga inhibitor	Cycloheximide cs	Pf growth 48h	Pf growth 96h	LmPK inhibitor	TbPYK inhibitor	AmpC inh no detg
CC(=O)NC(c1cc(Cl)c2ccccc2c1O)C(C)C (stereo not drawn)	.	.	?	?	.	3.5%	3.3%
COc1ccc(C(=O)N2CCN(Cc3ccc4c(c3)OCO4)CC2)cc1OC	7.1	1.1	-3.6%	9.28µM*	-0.1%	5.2%	24.9%
COc1ccc(N2CCN(C(=O)CSc3nnc4c(C)cc5ccccc5n34)CC2)cc1	-11.4	-3.6	19.8%	-11.7%	0.1%	4.3%	-9.1%
CCOc1ccc(/C(O)=C2/C(=O)C(=O)N(c3ccccn3)C2c2ccc(F)cc2)c(C)c1 (stereo not drawn)	1.2	-0.7	3.0%	26.6%	5.0%	-4.3%	-39.8%
O=C(NC1CCCCC1)c1cc(F)cc2c1OCOC2	14.0	-3.0	3.4%	4.2%	1.9%	0.3%	-1.5%
O=C(C1CCCN(Cc2ccc([N+](=O)[O-])cc2)C1)N1CCCCC1 (stereo not drawn)	-3.3	-4.2	7.3%	-14.2%	-2.7%	-8.5%	-16.3%
